# S1P4 antag: S1P4 receptor antagonists, primary screen, cell-based; inhibition, % at 4.98 µM; actives 0.26% (n = 220,000); AID 1510, 2009; Sphingosine 1-phosphate receptor 4 (Homo sapiens), O95977; S1P4-expressing cells, antagonist mode, reporter read-out; in the data active = inhibition above about 29%;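 note: 0% = wells stimulated with agonist and 100% = vehicle wells without agonist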
# Target sequence (O95977 whole entry, looked up): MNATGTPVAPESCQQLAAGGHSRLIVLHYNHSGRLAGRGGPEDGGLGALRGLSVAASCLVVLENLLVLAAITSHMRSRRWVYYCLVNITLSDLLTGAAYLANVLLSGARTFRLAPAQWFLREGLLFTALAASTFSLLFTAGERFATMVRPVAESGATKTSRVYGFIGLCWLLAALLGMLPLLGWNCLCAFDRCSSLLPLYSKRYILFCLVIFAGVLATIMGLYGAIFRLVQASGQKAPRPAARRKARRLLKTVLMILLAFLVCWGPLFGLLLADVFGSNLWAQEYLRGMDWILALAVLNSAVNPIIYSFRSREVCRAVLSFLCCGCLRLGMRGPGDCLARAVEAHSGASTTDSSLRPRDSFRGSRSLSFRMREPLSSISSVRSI
# PGE2 EP2 inh: human EP2 receptor antagonists, primary screen, TR-FRET cAMP, C6 glioma cells; Prostaglandin E2 receptor EP2 subtype (Homo sapiens), P43116; C6 glioma cells expressing human EP2; cells stimulated with saturating PGE2; inhibition, % at 25 µM; actives 0.52% (n = 260,000);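 active = percent inhibition above 40 after rounding to a whole number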;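 note: rat C6 glioma host cells with rolipram phosphodiesterase inhibitor present; the protocol text gives 20 µM as final concentration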
# NPY-Y2 PAM-ag: NPY-Y2 potentiators or agonists, primary screen, cell-based. cells expressing NPY-Y2, potentiator/agonist read-out. actives 0.45% (n = 220,000). Neuropeptide Y receptor type 2 (Homo sapiens), P49146. activation, % at 3.6 µM. AID 1359, 2008; in the data active = activation above about 27%;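 note: cells stimulated with NPY near EC25 plus isoproterenol at EC100; 0% = vehicle plus submaximal agonist and 100% = vehicle plus saturating agonist; some results beyond the cut were filed as inactive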
# eIF4E 4G PPI: eIF4E–eIF4G protein interaction inhibitors, primary screen, biochemical, uHTS, TR-FRET, eIF4GI fragment; TR-FRET eIF4E-eIF4GI(517-606) binding, 2 h; inhibition, % at 21.7 µM; actives 0.37% (n = 220,000); AID 782, 2007;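 active = inhibition above about 30%, limit read from the data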;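 note: 0% = full FRET control wells and 100% = background wells lacking eIF4GI fragment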
# NPY-Y1 antag: NPY-Y1 receptor antagonists, primary screen, cell-based; Neuropeptide Y receptor type 1 (Homo sapiens), P25929; HEK293-CNG Y1 cells, membrane potential fluorescence; NPY at EC95, then isoproterenol; inhibition, % at 3.6 µM; actives 1% (n = 200,000); AID 1040, 2008;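 active = inhibition above the campaign mean inhibition of all tested compounds plus 3 SD, cut at about 20% in these data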;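 note: 0% = DMSO wells given NPY plus isoproterenol and 100% = isoproterenol alone without NPY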
# Target sequence (P25929 whole entry, looked up): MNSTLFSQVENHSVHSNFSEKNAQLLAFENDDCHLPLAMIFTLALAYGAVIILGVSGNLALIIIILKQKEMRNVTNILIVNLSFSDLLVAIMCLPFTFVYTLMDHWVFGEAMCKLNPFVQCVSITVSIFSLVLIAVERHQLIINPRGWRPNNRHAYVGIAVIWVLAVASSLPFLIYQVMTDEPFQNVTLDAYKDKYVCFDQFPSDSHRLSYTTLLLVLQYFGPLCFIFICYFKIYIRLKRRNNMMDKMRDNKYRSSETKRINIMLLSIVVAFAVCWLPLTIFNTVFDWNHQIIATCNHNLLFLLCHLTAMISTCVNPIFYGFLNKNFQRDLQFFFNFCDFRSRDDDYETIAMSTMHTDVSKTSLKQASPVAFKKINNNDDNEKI
#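 Material: Y1- and CNG-channel-expressing HEK293 cells / Probe or stimulus: NPY 25 nM then isoproterenol 1 µM plus Ro 20-1724 25 µM / Doses: 3.6 µM single dose, DMSO 0.4% / Schedule: compound incubation 1 h at room temperature, readout 45 min post-stimulation / Signal: membrane potential fluorescence / Benchmarks: isoproterenol-only wells as full block versus NPY-plus-isoproterenol wells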
# NPY-Y1 PAM-ag: NPY-Y1 receptor potentiators or agonists, primary screen, cell-based. Neuropeptide Y receptor type 1 (Homo sapiens), P25929. AID 1304, 2008. actives 0.37% (n = 220,000). activation, % at 3.6 µM. NPY-Y1 expressing cells, potentiator/agonist activation; in the data active = activation above about 33%, passing the limit was not always enough;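 note: cells stimulated with NPY at EC10 then isoproterenol at EC100; 0% = low agonist plus stimulus and 100% = saturating agonist plus stimulus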
# EP2 modulator: EP2 receptor modulators, cAMP readout, primary screen, cell-based, HTRF cAMP, PGE2 stimulation; induction, % at 25 µM; Prostaglandin E2 receptor EP2 subtype (Homo sapiens), P43116; actives 0.83% (n = 260,000); EP2-expressing cells, cAMP HTRF FRET, PGE2 co-stimulation; AID 940, 2007;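 active = compounds whose cAMP rise, as percent of the full-agonist control response, exceeds 60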;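 note: rat C6 glioma line stably carrying human EP2 under a CMV promoter; the protocol text gives 20 µM as final concentration; 100% = response of wells given 1 µM PGE2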
# p97 ATPase inh: inhibitors of human p97 ATPase, primary screen, biochemical. Transitional endoplasmic reticulum ATPase (Homo sapiens), P55072. recombinant p97 ATPase, Kinase-Glo ATP luminescence, 3 h. inhibition, % at 8 µM. actives 0.42% (n = 220,000); in the data active = inhibition above about 15%;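 note: 0% = DMSO vehicle and 100% = wells lacking enzyme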
# S1P4 agonist: S1P4 receptor agonists, primary screen, cell-based. Sphingosine 1-phosphate receptor 4 (Homo sapiens), O95977. S1P4-expressing cell line, agonist reporter assay. activation, % at 4.98 µM. actives 0.35% (n = 220,000); in the data active = activation above about 11%;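 note: 0% = DMSO vehicle and 100% = reference agonist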
# * hit, by the source's call; / = no result given; & = joins results of further samples; [ ] = another dose, or the depositor's remark. An excerpt, so the mix of outcomes need not match the whole.
SMILES,S1P4 antag,PGE2 EP2 inh,NPY-Y2 PAM-ag,eIF4E 4G PPI,NPY-Y1 antag,NPY-Y1 PAM-ag,EP2 modulator,p97 ATPase inh,S1P4 agonist
O=C(NCc1cccs1)c1ccc([N+](=O)[O-])cc1Cl,-3,10,-1,6[fluorescence artefact?],-1,-1,14,-4,-1.3
CC(C)C(=O)Nc1ccc2c(c1)C(=O)NC2=O,0,20,-11,1,5,-10,-5,-3,-0.1
CSC(=Nc1ccc(Cl)cc1)N[n+]1ccccc1,0,5,-6,2,6,-9,-15,-3,-0.8
CC(=O)Nc1ccc(S(=O)(=O)NCCSCc2ccco2)cc1,1,/,5,-1,3,0,-18,5,-1.4
Cc1ccc(-c2cc(C(F)F)n3ncc(C(=O)N4CCc5ccccc5C4)c3n2)cc1,-3,10,-19,2,18,-37,-36,-2,-0.7
CCC(=O)N1CCN(c2nc3ccccc3s2)CC1,5,11,17,-1,3,7,-8,3,-1.4
COc1ccc(C(C)=O)cc1Cn1cnc2c(cnn2C)c1=O,10,12,-6,2,/,-23,-21,1,-0.3
CCOc1ccc(C(=O)Nc2cc(C)on2)cc1OCC,-12,9,5,5[fluorescence artefact?],-1,-10,10,1,-0.6
CCCCc1c(O)nc(N2CCN(Cc3ccccc3)CC2)[nH]c1=O,0,22,17,1,-2,6,32,3,-1.6
OC1(C#CCCN2CCCCC2)c2ccccc2-c2ccccc21,1,2,-2,1,7,-7,-42,1,-2.3
Cc1nn(CCC#N)c(NC(=O)c2ccc(Cl)cc2)c1P(=O)(Nc1ccc([N+](=O)[O-])cc1)N1CCOCC1 (stereo not given),10,8,4,-3,-2,-7,1,3,0.6
COCCn1c(C)cc(C(=O)COC(=O)c2cccc(O)c2)c1C,7,3,-3,-10,/,-2,-5,-1,0.3
CCOC(=O)c1c(C)n(-c2ccc(OC)cc2)c2c(C/C(C)=N/O)c(Br)c(OC)c(O)c12,-6,15,-14,-10,11,-6,10,-4,0.2
COc1cc(C(=O)N/N=C(\Cc2ncc[nH]2)c2ccccc2)cc(OC)c1OC,-16,5,-12,5,8,-7,-15,1,1.3
O=C(COC(=O)c1ccc([N+](=O)[O-])s1)Nc1ccccc1,-7,7,-4,0[fluorescence artefact?],6,-8,-53,2,0.8
COc1ccccc1C(=O)Nc1ccc(C(=O)/C=C/c2cccs2)cc1,-18,11,-4,18[fluorescence artefact?],5,-6,-11,5,-1.6
CC(=O)Nc1ccc2c(c1)CCCC2=O,1,4,-26,4,/,12,-6,3,-0.3
CCOc1ccc2nc(SCC(=O)Nc3nonc3C)[nH]c2c1,-5,13,-1,2,-1,-18,1,7,4.1
COc1cccc(CC(=O)NNC(=O)c2c(-c3ccccc3)noc2C)c1,-1,4,-14,7,/,-12,13,2,1.4
Cc1ccccc1CCN(C(=O)CN1C(=O)c2ccccc2S1(=O)=O)C(C(=O)NCC1CCCO1)c1ccncc1 (stereo not given),-11,10,-2,0,2,9,-5,0,-0.7
O=c1[nH]nnc2sc3c(c12)CCCC3,-23,21,-15,-4,0,-26,17,-8,4.1
COCCN1CCN(Cc2cn(C)nc2-c2ccc(Oc3ccccc3)cc2)CC1,-3,7,-21,0,/,15,6,-3,0.7
CCCN(CCC)C(=O)CSc1nc2ccccc2c(=O)n1CC1COc2ccccc2O1 (stereo not given),-19,3,-4,2,7,-9,24,-8,1.2
CC1=C(C(=O)OC2CCCC2)C(c2coc3ccc(C)cc3c2=O)C2=C(CCCC2=O)N1 (stereo not given),6,3,2,-1,2,-4,23,6,-1.9
CCOc1ccccc1-n1c(C)cc(C=O)c1C,6,13,10,-7,2,22,37,0,-0.7
O=C(N/N=C/c1cccc([N+](=O)[O-])c1)C1CC1c1ccccc1 (stereo not given),3,9,-17,4,3,-7,7,-2,2.5
COC(=O)CSc1nc2ccc(C)cc2cc1C#N,-7,9,2,-3,-10,14,19,-2,-0.9
Cc1cc(NC(=O)c2sc(Nc3ccc(F)c(Cl)c3)nc2N)no1,-4,11,5,-3,-7,18,-59,3,-0.7
OC(COc1cccc(OCC(O)CN2CCOCC2)c1)CN1CCOCC1 (stereo not given),1&-6,11,-3&10,10&-2[fluorescence artefact?],-5&0,-24&9,14&12,-2&3,1.7&-0.5
O=C(CCN1CCCCC1)NCC1OCCc2ccccc21 (stereo not given),-15,4,-13,-2,-3,7,-4,2,0.1
COC(=O)N/N=C/c1ccc(-c2cc(Cl)cc(Cl)c2)o1,-9,4,5,8,4,15,8,4,-0.9
Cc1nc(S(=O)(=O)N2CCOCC2)c(C#N)c(C)c1Cl,-9,7,-9,9,2,0,13,1,-1.2
O=[N+]([O-])c1ccc(C=Nc2cccc3ccccc23)s1,11,4,-11,5,-6,11,0,5,-3.6
Cc1ccc2[nH]c3c(c2c1)CN(C(=O)CN1CC(C)OC(C)C1)CC3 (stereo not given),-11,12,-16,-4,-3,-23,-12,-2,0.3
Cc1ccc(S(=O)(=O)NCCC(=O)NCc2ccc3c(c2)OCO3)cc1C,9,8,1,-11[fluorescence artefact?],2,2,-33,2,0.2
O=C(CSc1nnc(-c2ccccc2)o1)c1nnc(-c2ccccc2)o1,-4,28,-5,7,8,8,4,5,-1.3
NC(=O)NC(CC(=O)NCCCc1ccccc1)c1ccccc1Cl (stereo not given),-9,4,2,0,-4,27,-19,6,0.8
Cc1cc(C)cc(N2CCCn3c2nc2c3c(=O)n(CCN3CCOCC3)c(=O)n2C)c1,-9,13,8,6,2,-4,4,-2,-1.8
Cc1ccc(CS(=O)(=O)CCC(=O)NCc2ccc3c(c2)OCO3)cc1,-3,9,-23,2,5,-11,-37,-3,0.3
Cc1ccc(Nc2c(F)c(F)c(F)c(F)c2C(=O)O)c(C)c1,-22,5,-13,-2,9,-18,25,-1,1.1
COc1cc(C2c3sc(=O)[nH]c3SC3C(=O)N(c4ccc(Br)cc4)C(=O)C32)ccc1O (stereo not given),0,7,-18,-2,/,-8,-4,9,0.7
O=S(=O)(c1ccc(F)cc1)N1CCN(c2ncnc3c2cnn3-c2ccccc2)CC1,-12,20,-19,-3,-4,-27,-12,1,0.6
COc1ccccc1OCCCn1c(=O)oc2ccc(C)cc21,-12,13&4,-14,-4,9,-20,-45&-46,-3,-0.3
NC(=O)c1nc(C2CCCCC2)nc2c1[nH]c(=O)n2-c1ccc(F)cc1,-10,/,-14,-2,0,6,24,-5,-0.2
COc1ccc(CC(=O)NC(=S)Nc2ccc(S(N)(=O)=O)cc2)cc1,-2,17,-11,6,8,-19,-11,4,1.2
Cc1cc(Nc2n[nH]c(N)c2C#N)ccc1F,-10,3,3,1,-5,-5,-2,4,-1.9
CC(Oc1ccc(Cl)cc1Cl)/C(N)=N/O (stereo not given),8,11,-19,0,/,-10,21,2,-0.7
COc1ccc(S(=O)(=O)Nc2nc3ccccc3nc2NCc2ccc3c(c2)OCO3)cc1,-23,10,6,-2,-1,4,20,10,0.7
Cc1cccc(C)c1NC(=O)C1(N2CCN(C(=O)c3ccco3)CC2)CCCCC1,2,5,-2,5,7,-22,32,-4,0.3
COc1ccccc1NC(=O)Nc1cccc(NC(C)=O)c1,6,9,11,-4,/,12,-33,10,1.3
C#CCCCCCCCCC(=O)NCCCC,-15,2,-10,1,-1,-23,-9,-5,2.6
Cc1nc(NC(=O)C2CC3CCCC(C2)C3=O)sc1C (stereo not given),-24,11,5,1[fluorescence artefact?],-4,-4,19,0,-0.2
COc1ccc(OC)c(C(=O)c2ccc(C(=O)c3cc(OC)ccc3OC)cc2)c1,0,7,5,-9,1,7,28,-3,-0.5
CN(C)c1ccc(NC(=O)Nc2cccc(Cl)c2)cc1,-44,6,6,-1[fluorescence artefact?],-7,17,-22,0,1.0
CCN1CCCc2cc(CN(CCN3CCOCC3)C(=S)Nc3cc(F)cc(F)c3)ccc21,-13,8,6,-1,0,12,30,2,0.4
CC1CN(C(=O)c2c([N+](=O)[O-])cnn2C)CC(C)O1 (stereo not given),-21,2,-15,-2,-3,4,-3,-5,-2.0
CCCNc1nc(Cl)nc(NCc2cccnc2)n1,-6,9,6,8,/,3,22,-2,2.3
CC1CCN(C(=O)CN(c2ccc(Cl)c(C(F)(F)F)c2)S(C)(=O)=O)CC1,-12,7,8,2,4,2,23,3,2.0
Cc1cc(C)cc(CC2CC(=O)N(c3ccc(Cl)cn3)C2=O)c1 (stereo not given),-4,6,4,5,6,-2,15,-2,1.2
CS(=O)(=O)N1CCC(C(=O)NCCC2=CCCCC2)CC1,-9,0,-5,-3,-3,-7,-15,10,-0.6

# A second format for part of the listing above:
# Values run as follows: S1P4 antag	PGE2 EP2 inh	NPY-Y2 PAM-ag	eIF4E 4G PPI	NPY-Y1 antag	NPY-Y1 PAM-ag	EP2 modulator	p97 ATPase inh	S1P4 agonist
Cc1cc(Nc2n[nH]c(N)c2C#N)ccc1F
→ -10	3	3	1	-5	-5	-2	4	-1.9
COc1ccc(OC)c(C(=O)c2ccc(C(=O)c3cc(OC)ccc3OC)cc2)c1
→ 0	7	5	-9	1	7	28	-3	-0.5
CC1CCN(C(=O)CN(c2ccc(Cl)c(C(F)(F)F)c2)S(C)(=O)=O)CC1
→ -12	7	8	2	4	2	23	3	2.0
CC(Oc1ccc(Cl)cc1Cl)/C(N)=N/O (stereo not given)
→ 8	11	-19	0	/	-10	21	2	-0.7

# (cont.)
SMILES,S1P4 antag,PGE2 EP2 inh,NPY-Y2 PAM-ag,eIF4E 4G PPI,NPY-Y1 antag,NPY-Y1 PAM-ag,EP2 modulator,p97 ATPase inh,S1P4 agonist
COc1ccc(NC(C)C(=O)N/N=C/c2ccccc2OCc2ccc(Br)cc2)cc1 (stereo not given),6,9,-10,8,-1,4,28,-3,-0.8
CCn1c2ccccc2c2nnc(SCC(=O)c3c(N)n(C)c(=O)n(C)c3=O)nc21,-15,11,-6,24,2,-15,19,-3,1.4
CCc1nc2ccccc2n1CC(=O)N1CCN(Cc2ccccc2)CC1,-3,6,11,-3,-1,6,20,4,-0.5
O=c1cnnc(N/N=C/c2ccccn2)[nH]1,5,7,-27,-1,/,4,11,1,-0.1
O=C(COc1ccc(S(=O)(=O)N2CCCCC2)cc1)NCc1cccnc1,11,8,17,0,-1,1,-1,3,-0.4
CC(C)CC(NC(=O)c1ccccc1)C(=O)OCC(=O)Nc1ccc(S(N)(=O)=O)cc1 (stereo not given),-8,8,-2,-1,0,0,2,6,0.6
CCOC(=O)Cn1nc(C)c2c1CCCC2=O,-3,15,10,-6,-3,26,36,5,0.1
Cc1ccc(NC(=S)Nc2cc(C)on2)cc1,-1,12,1,3,/,20,13,9,1.0
CC(NC(=O)Nc1cccc(Cl)c1)C(c1cccs1)N1CCCC1 (stereo not given),11,12,0,2,4,22,-4,6,1.1

# Screening data deposited in PubChem BioAssay by several laboratories.
